High-throughput results as filed in PubChem.
XBP1 UPR activ: adaptive UPR (XBP1) activation | AID 463104 | 0.33% of 330,000 active | activation, % at 20 µM | CHO-XBP1 luciferase reporter, IRE1-XBP1 UPR activation, luminescence; percent of tunicamycin response, DMSO as zero;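 active = versus positive control, 20 µM dose yields 30% or more activation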;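 also: 100% = tunicamycin at 10 µg/mL and 0% = DMSO only wells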
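Material: CHO-XBP1 cells stably carrying IRE1-XBP1-driven luciferase reporter / Amount: 1000 cells per well / Compound: 20 µM, 1% DMSO / Times: 6 h treatment, 37 °C / Detection: luciferase luminescence / Measure: % activation of reporter signal versus tunicamycin and DMSO controls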
tim10-1 inh: inhibits growth of tim10-1 mutant yeast; S. cerevisiae tim10-1 ts strain growth, BacTiter-Glo, 24 h; AID 463190; inhibition, % at 20 µM; 2.2% of 330,000 active;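 active = inhibition of at least 40%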;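 also: mutant grown at 25 °C; 0% = DMSO wells with yeast and 100% = wells holding no yeast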
tim23-1 inh: tim23-1 yeast growth inhibition; 1.3% of 330,000 active; AID 463212; inhibition, % at 20 µM; S. cerevisiae tim23-1 growth, BacTiter-Glo luminescence, 24 h;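 active = growth inhibition of the mutant yeast at or above 50%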;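 also: temperature-sensitive mutant grown at 25 °C; plate controls were DMSO-treated mutant yeast for no effect and medium wells lacking yeast for full effect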
GRIN3A LBD mod: modulates the human NR3A ligand-binding domain | 2.5% of 340,000 active | Tm shift relative to glycine control, % at 25 µM | NR3A LBD differential scanning fluorimetry, Tm shift; 0% = protein alone, 100% = glycine-bound protein | AID 1259313;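 active = melting temperature shift of at least 10% of the positive control shift, at one fixed dose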
NALP3 yeast inh: inhibitors of NALP3 inflammasome in yeast; AID 2825; inhibition, % at 10 µM; 0.39% of 330,000 active; Yeast reconstituted NLRP3/ASC/caspase-1, beta-gal luminescence, 24 h;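 active = inhibition of 50% or more; inactive = inhibition below 50%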;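 also: plate controls were induced DMSO wells for no effect and uninduced yeast grown without galactose for full effect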
APJ ag: activates the human apelin receptor APJ; CHO-K1 APJ PathHunter beta-arrestin, luminescence; 0% DMSO wells, 100% apelin; activation, % at 20 µM; 0.11% of 330,000 active;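 active = activation more than six SD over the plate average, tested at 20 µM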;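 also: 0% = DMSO alone and 100% = apelin-13 at 10 nM; some results filed as inactive read as strong as hits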
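Test system – PathHunter CHO-K1 APJ (AGTRL-1) beta-arrestin reporter cells · Input – 1000 cells/well · Compound – single test compound dose, 20 µM final, 1% DMSO · Times – compound stimulation 90 min at 25 °C, detection 60 min · Technique – beta-gal luminescence · Read-out basis – APJ–arrestin association signal · Control set – negative DMSO alone, positive Apelin-13 at 10 nM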
Mdm2-MdmX inh: disrupts the human Mdm2-MdmX interaction; 3% of 330,000 active; SaOS-2 split-luciferase Mdm2/MdmX complementation, luminescence; O15151+Q00987; inhibition, % at 8 µM;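 active = inhibition of at least 50% at 8 µM in the primary screen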
Target sequence (O15151 whole entry, looked up): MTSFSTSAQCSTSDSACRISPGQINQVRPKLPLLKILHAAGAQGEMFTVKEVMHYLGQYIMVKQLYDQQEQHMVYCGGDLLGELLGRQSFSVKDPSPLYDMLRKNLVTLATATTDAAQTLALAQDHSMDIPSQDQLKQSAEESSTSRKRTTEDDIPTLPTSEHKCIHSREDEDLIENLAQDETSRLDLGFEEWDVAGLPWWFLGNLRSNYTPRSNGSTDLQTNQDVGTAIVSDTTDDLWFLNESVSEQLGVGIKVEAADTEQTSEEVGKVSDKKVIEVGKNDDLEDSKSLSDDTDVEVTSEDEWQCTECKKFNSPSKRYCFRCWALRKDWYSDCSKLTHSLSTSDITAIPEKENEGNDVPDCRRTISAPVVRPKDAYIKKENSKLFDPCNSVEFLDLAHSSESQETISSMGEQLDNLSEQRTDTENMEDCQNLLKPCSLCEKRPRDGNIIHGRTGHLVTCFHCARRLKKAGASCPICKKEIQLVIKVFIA
Target sequence (Q00987 whole entry, looked up): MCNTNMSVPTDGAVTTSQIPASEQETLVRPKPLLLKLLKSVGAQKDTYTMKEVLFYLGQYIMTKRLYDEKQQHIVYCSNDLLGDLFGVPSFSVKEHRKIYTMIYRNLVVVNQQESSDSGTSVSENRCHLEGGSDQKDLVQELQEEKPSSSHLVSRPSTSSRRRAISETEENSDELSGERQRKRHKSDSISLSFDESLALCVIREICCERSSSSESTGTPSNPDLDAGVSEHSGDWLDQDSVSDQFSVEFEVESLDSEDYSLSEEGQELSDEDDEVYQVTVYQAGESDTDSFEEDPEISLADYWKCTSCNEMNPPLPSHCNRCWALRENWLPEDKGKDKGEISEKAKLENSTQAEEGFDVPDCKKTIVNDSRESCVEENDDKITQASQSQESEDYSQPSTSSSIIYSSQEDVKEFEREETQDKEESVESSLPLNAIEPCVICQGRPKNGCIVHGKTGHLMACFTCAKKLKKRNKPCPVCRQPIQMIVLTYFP
CHOP UPR activ: activators of apoptotic arm of unfolded protein response (CHOP). 0.34% of 330,000 active. activation, % at 10 µM. CHO-CHOP luciferase reporter, UPR activation, luminescence; percent of tunicamycin response over DMSO baseline;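 active = at 10 µM dose, activation of 40% or more, normalized to positive control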;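 also: 100% = tunicamycin at 10 µg/mL and 0% = DMSO alone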
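Assay system: CHO cells with stable CHOP pathway luciferase reporter; Buffer or medium: F12 plus 10% serum; Times: 16-18 h cell attachment, then 6 h compound exposure, 37 °C; Signal: luciferase luminescence; Read-out basis: percent activation relative to tunicamycin control; Control set: tunicamycin high control, DMSO low control.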
TIM10 inh: inhibits growth of TIM10 yeast strain. S. cerevisiae TIM10 strain growth, BacTiter-Glo luminescence, 24 h. inhibition, % at 10 µM. 1.4% of 330,000 active;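 active = inhibition of 40% or more at the single tested concentration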;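 also: wild-type TIM10 isogenic control strain grown at permissive 25 °C; 0% = DMSO yeast wells and 100% = minimal medium wells without yeast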
Numbers without * were called inactive; · = no result given.

[1] CN(CCCNC(=O)CCC(=O)N1CCOc2ccccc21)Cc1ccccc1
[2] N#Cc1cc2c(=O)n3ccccc3nc2n(CCCN2CCOCC2)c1=O
[3] C(=N\Nc1nc2ccccc2s1)/c1ccc2c(c1)OCO2
[4] CN(C)CCCOC(=O)c1ccc(Cl)cc1Cl
[5] Cc1cc(/C=C2/C(=O)NN(c3ccccc3)C2=O)c(C)n1-c1cccc(O)c1
[6] CC1Nc2nc(NC(=O)C(C)(C)C)[nH]c(=O)c2N(C)C1C (stereo not drawn)
[7] O=C(NCC(=O)N1CCN(S(=O)(=O)c2cccs2)CC1)c1ccc(Cl)cc1
[8] Cc1cccc(C(=O)N/C(=C\c2ccco2)C(=O)N2CCCCCC2)c1

Compound	1	2	3	4	5	6	7	8
APJ ag	-3	5	-1	-2	-4	-3	-4	-1
tim23-1 inh	-5	22	13	8	0	-3	1	30
tim10-1 inh	-8	18	28	4	8	11	-7	29
XBP1 UPR activ	0	1	0	1	-2	-1	0	0
TIM10 inh	-5	-1	21	-2	11	-1	14	-1
NALP3 yeast inh	1	11	-75	3	-23	8	18	31
GRIN3A LBD mod	-1	0	9	1	-10	-5	-1	-5
Mdm2-MdmX inh	14	-8	-209	-7	73*	7	6	-5
CHOP UPR activ	-0.6	1.5	8.1	-1.7	-2.8	0.1	0.8	0.5

[9] COc1cc([N+](=O)[O-])ccc1NC(=O)NCCCN1CCCC1=O
[10] Cc1ccc(NC(=O)c2ncn(CC(=O)NCc3ccc4c(c3)OCO4)n2)cc1C
[11] Cc1nn(C)c(C)c1/C=N/O
[12] COc1ccc(-c2csc(NC(=O)c3ccccc3F)c2C(=O)O)cc1
[13] CN(C)C(=O)CCc1nc(-c2ccc(C(C)(C)C)cc2)no1
[14] COC(=O)c1sc(OC)cc1OCc1ccc(C)cc1
[15] C/C(CC(=O)Nc1ccc(N(C)C)cc1)=N\NC(=O)c1ccccn1
[16] Cc1ccc(NC(=O)C2CCN(C(=O)c3ccccc3C)CC2)nc1

Compound	9	10	11	12	13	14	15	16
APJ ag	4	·	-2	-3	2	-5	-8	3
tim23-1 inh	1	16	-2	85*	29	2	22	19
tim10-1 inh	-1	4	4	81*	20	6	49*	9
XBP1 UPR activ	-5	3	6	3	-4	4	-1	2
TIM10 inh	11	0	12	75*	12	2	20	17
NALP3 yeast inh	8	·	7	81*	10	15	19	23
GRIN3A LBD mod	2	-2	-3	4	0	0	-3	0
Mdm2-MdmX inh	9	-34	8	-2	-37	38	1	15
CHOP UPR activ	-0.2	6.4	1.1	6.4	1.8	-0.9	0.9	1.9

[17] OCC1OC(Oc2c[nH]c3ccccc23)C(O)C(O)C1O (stereo not drawn)
[18] Cc1c(C(=O)Nc2cccc([N+](=O)[O-])c2)csc1-c1ccccc1
[19] Cc1cc(C)nc(-n2ncc3c2CC(c2ccccc2)CC3=O)n1 (stereo not drawn)
[20] Cc1ccc(S(=O)(=O)NC2=NCN(CCN3CCOCC3)CN2)cc1
[21] CCCCCCOc1ccc(C(CC(=O)O)C(N)=O)cc1 (stereo not drawn)
[22] O=C(Cc1ccccc1)n1nc(-c2ccccc2)nc1NCc1ccco1
[23] O=C(c1ccc([N+](=O)[O-])cc1)N1CCc2ccccc2C1
[24] Cc1ccnc(NS(=O)(=O)c2cccs2)c1

Compound	17	18	19	20	21	22	23	24
APJ ag	-9	-2	-4	3	-2	-4	-2	-4
tim23-1 inh	-6	-20	-12	8	6	17	2	5
tim10-1 inh	-24	18	19	3	-2	-1	13	11
XBP1 UPR activ	-10	4	2	1	-6	3	0	2
TIM10 inh	10	-7	13	0	-11	13	-31	8
NALP3 yeast inh	9	14	1	-2	-6	6	16	-10
GRIN3A LBD mod	6	13*	-2	-2	1	0	1	0
Mdm2-MdmX inh	16	45	12	25	9	3	-9	24
CHOP UPR activ	3.3	4.1	-2.9	0.0	-1.3	2.2	0.1	1.7

[25] COc1ccc(C)cc1NC(=O)CNc1ccccc1CN(C)C1CCCCC1
[26] COc1ccc(Br)cc1CN(C)C(=O)Cc1ccc(S(=O)(=O)N2CCOCC2)s1
[27] Cc1cc(N2CCCCC2)ccc1[N+](=O)[O-]
[28] O=C(c1ccccc1)n1ccc(-c2cnc(-c3ccccc3)s2)n1
[29] COc1ccc2c(C)cc(=O)[nH]c2c1
[30] Cc1cccc(NC(=O)c2ccc([N+](=O)[O-])s2)n1
[31] Cc1ccc(NC(=O)COC(=O)C2=COCCO2)c([N+](=O)[O-])c1
[32] O=C(Cc1ccc(S(=O)(=O)N2CCOCC2)s1)OCc1ccc(Cl)cc1

Compound	25	26	27	28	29	30	31	32
APJ ag	-6	0	-2	-3	-4	18	5	-2
tim23-1 inh	14	19	-3	10	-2	38	12	28
tim10-1 inh	16	25	-12	-10	10	61*	18	25
XBP1 UPR activ	-2	-3	2	-5	4	-3	0	-2
TIM10 inh	-7	18	4	0	-3	35	8	10
NALP3 yeast inh	11	23	36	62*	4	7	1	-17
GRIN3A LBD mod	0	0	0	-10	-2	7	0	1
Mdm2-MdmX inh	-14	17	9	-133	-5	2	-4	6
CHOP UPR activ	1.5	-1.1	0.8	4.4	2.2	9.4	4.0	1.1

[33] CC(CN1C(C)CCCC1C)OC(=O)c1ccccc1Cl (stereo not drawn)
[34] COc1ccc(CCN2C(=S)N(c3ccccc3)C(=O)C2CC(=O)O)cc1OC (stereo not drawn)
[35] CCOc1ccc(-c2csc(NC(=O)CSCC(=O)O)n2)c2ccccc12
[36] COc1cccc(-c2nnc(-c3ccc(C)o3)o2)c1
[37] Cc1cccc2cc(CN(CCc3ccccc3)C(=O)N3CCOCC3)c3nnnn3c12
[38] CCC1(c2ccccc2)NC(=O)N(CC(=O)Nc2ccccc2C(=O)NC2CCCC2)C1=O (stereo not drawn)
[39] CCOc1ccc(NC(=S)NN2CCN(C)CC2)cc1
[40] O=C(Nc1ccsc1C(=O)NC1CCCCC1)c1ccc(F)cc1

Compound	33	34	35	36	37	38	39	40
APJ ag	-4	-3	-1	-2	7	-2	-3	-3
tim23-1 inh	7	10	27	9	2	-5	9	1
tim10-1 inh	-7	5	18	-6	15	-18	-1	14
XBP1 UPR activ	-2	2	-4	-1	0	-3	-3	4
TIM10 inh	-21	13	11	9	15	4	10	6
NALP3 yeast inh	-8	4	23	25	9	11	10	-2
GRIN3A LBD mod	1	0	-2	-2	0	1	-2	-1
Mdm2-MdmX inh	-1	8	6	-136	44	4	-11	46
CHOP UPR activ	-0.5	0.2	-0.1	-0.7	-1.0	-0.1	0.9	0.2

[41] COc1cccc(NC(=O)C2C3C=CC4(O3)C2C(=O)N(C2CC2)C4C(=O)NC2CCCCC2C)c1 (stereo not drawn)
[42] Cc1cc(F)ccc1NC(=O)c1cccnc1
[43] CC(=O)c1ccccc1C(=O)N1CCCC(CCC(=O)N2CCN(c3ccccn3)CC2)C1 (stereo not drawn)
[44] CCOC(=O)c1oc2ccccc2c1NC(=O)c1ccco1
[45] CCOC(=O)c1c(C)[nH]c(C)c1C(=O)COC(=O)c1cc2ccccc2cc1O
[46] Cc1cccc(N2CCN(C(=O)C3CCN(S(=O)(=O)c4c(C)noc4C)CC3)CC2C)c1 (stereo not drawn)
[47] Cc1ccccc1-c1nnc(SCC#N)o1
[48] Cc1ccc(C(=O)Oc2ccc3c(c2)ncn3C)cc1
[49] CC(=O)Nc1c2c(nn1-c1ccc(C)cc1C)CSC2
[50] Cc1cccc(NC(=S)NC2CC3CCCC(C2)N3Cc2cccs2)c1C (stereo not drawn)
[51] CC(C)c1nnc(NC(=O)CS(=O)(=O)c2ccccc2)s1

Compound	41	42	43	44	45	46	47	48	49	50	51
APJ ag	-1	-2	-8	2	-3	0	-6	-1	-3	-4	-3
tim23-1 inh	5	1	10	25	21	0	4	18	4	-17	-5
tim10-1 inh	9	7	11	21	47*	-3	18	10	5	14	9
XBP1 UPR activ	1	-2	-4	-2	0	-1	-1	4	-1	2	-2
TIM10 inh	10	-2	2	11	18	17	-11	15	0	-16	-14
NALP3 yeast inh	-2	7	7	21	23	3	5	25	4	16	3
GRIN3A LBD mod	1	-2	2	2	-3	2	0	1	1	-2	-1
Mdm2-MdmX inh	-10	5	-7	8	8	3	-5	-8	12	3	-16
CHOP UPR activ	0.9	0.8	1.6	2.0	0.5	-1.3	2.3	0.5	0.2	1.2	1.1

Among those listed so far, six have a nitro group on carbon:
[9] COc1cc([N+](=O)[O-])ccc1NC(=O)NCCCN1CCCC1=O
[18] Cc1c(C(=O)Nc2cccc([N+](=O)[O-])c2)csc1-c1ccccc1
[23] O=C(c1ccc([N+](=O)[O-])cc1)N1CCc2ccccc2C1
[27] Cc1cc(N2CCCCC2)ccc1[N+](=O)[O-]
[30] Cc1cccc(NC(=O)c2ccc([N+](=O)[O-])s2)n1
[31] Cc1ccc(NC(=O)COC(=O)C2=COCCO2)c([N+](=O)[O-])c1

Compound	9	18	23	27	30	31
APJ ag	4	-2	-2	-2	18	5
tim23-1 inh	1	-20	2	-3	38	12
tim10-1 inh	-1	18	13	-12	61*	18
XBP1 UPR activ	-5	4	0	2	-3	0
TIM10 inh	11	-7	-31	4	35	8
NALP3 yeast inh	8	14	16	36	7	1
GRIN3A LBD mod	2	13*	1	0	7	0
Mdm2-MdmX inh	9	45	-9	9	2	-4
CHOP UPR activ	-0.2	4.1	0.1	0.8	9.4	4.0
